Screening results from PubChem.
V1aR counter = V1a receptor agonism, counter-screen for OXTR agonists | P37288 | CHO-V1R cells, Fluo-8 calcium fluorescence, agonist mode; 0% DMSO, 100% 3 nM vasopressin | activation, % at 3 µM | actives 0.25% (n = 320,000) | AID 2797;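 active = activation above the mean activation of all tested compounds plus 3 SD, per screening run, cut at about 20% in these data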;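 note: signal is peak over basal fluorescence ratio across a 100 second FLIPR read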
GPR7 antagonist = antagonists of human GPR7 (neuropeptides B/W receptor 1) | GPR7-expressing cells, fluorescence antagonist assay | P48145 | inhibition, % at 4.4 µM | actives 1.1% (n = 290,000); in the data active = inhibition above about 16%, passing the limit was not always enough;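 note: cells stimulated with the agonist NPW; 0% = agonist with vehicle and 100% = vehicle without agonist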
Target sequence (P48145 whole entry, looked up): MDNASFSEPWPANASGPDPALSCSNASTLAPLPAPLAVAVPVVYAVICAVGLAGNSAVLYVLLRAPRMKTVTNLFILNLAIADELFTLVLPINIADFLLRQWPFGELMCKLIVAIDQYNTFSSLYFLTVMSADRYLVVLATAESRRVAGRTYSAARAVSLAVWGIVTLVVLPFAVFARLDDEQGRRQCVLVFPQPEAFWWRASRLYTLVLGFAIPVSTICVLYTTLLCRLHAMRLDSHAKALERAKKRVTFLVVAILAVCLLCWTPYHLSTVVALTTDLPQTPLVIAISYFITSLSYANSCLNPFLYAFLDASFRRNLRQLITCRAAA
MEKK3 PB1 HTS = MEKK3-MEK5 PB1 interaction, increase or decrease. binding response (% of control), % at 10 µM. bead-based flow cytometry, Alexa488-MEK5 binding to MEKK3; actives lie on both sides; 0 = blocked by unlabeled MEK5, 100 = vehicle. actives 1.4% (n = 290,000);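 active = binding response more than 3 SD above or below the average of its plate-row segment, actives on both sides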;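 note: Alexa488 bead fluorescence after subtracting the streptavidin-only scavenger bead signal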
OXTR agonist = human OXTR agonism; CHO-OTR cells, Fluo-8 calcium fluorescence; normalized: DMSO 0%, oxytocin 100%; activation, % at 3 µM; actives 0.32% (n = 320,000); AID 2435;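 active = activation above the mean of all tested compounds plus 3 SD, cutoff set per screening run, cut at about 20% in these data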;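 note: peak over basal fluorescence ratio from a 100 s FLIPR kinetic read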
Target sequence (P30559 whole entry, looked up): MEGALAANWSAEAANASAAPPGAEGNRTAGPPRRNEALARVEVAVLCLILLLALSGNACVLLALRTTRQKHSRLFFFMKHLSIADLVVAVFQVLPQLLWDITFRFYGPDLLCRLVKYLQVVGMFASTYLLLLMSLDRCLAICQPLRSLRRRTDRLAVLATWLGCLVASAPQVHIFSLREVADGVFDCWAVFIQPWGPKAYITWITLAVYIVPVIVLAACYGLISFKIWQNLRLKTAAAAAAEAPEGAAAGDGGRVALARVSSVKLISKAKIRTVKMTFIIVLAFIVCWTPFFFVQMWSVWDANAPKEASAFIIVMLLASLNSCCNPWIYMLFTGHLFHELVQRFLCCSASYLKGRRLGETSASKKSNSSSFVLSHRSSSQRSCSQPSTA
MEKK2mut PB1 HTS = signal of MEK5 binding to mutant human MEKK2 PB1 domain; bead flow cytometry, Alexa488-MEK5 binding to MEKK2 mutant; percent response, % at 10 µM; actives 0.35% (n = 290,000); in the data active = percent response above about 24%, passing the limit was not always enough; note: inactives centre near 1; some results filed as inactive read as strong as hits; reference of the scale not given here
PHOSPHO1 block = inhibitors of human PHOSPHO1 phosphatase | Q8TCT1 | recombinant PHOSPHO1, absorbance phosphatase assay | inhibition, % at 13.3 µM | actives 1.1% (n = 290,000) | AID 1565; in the data active = inhibition above about 60%
Target sequence (Q8TCT1 whole entry, looked up): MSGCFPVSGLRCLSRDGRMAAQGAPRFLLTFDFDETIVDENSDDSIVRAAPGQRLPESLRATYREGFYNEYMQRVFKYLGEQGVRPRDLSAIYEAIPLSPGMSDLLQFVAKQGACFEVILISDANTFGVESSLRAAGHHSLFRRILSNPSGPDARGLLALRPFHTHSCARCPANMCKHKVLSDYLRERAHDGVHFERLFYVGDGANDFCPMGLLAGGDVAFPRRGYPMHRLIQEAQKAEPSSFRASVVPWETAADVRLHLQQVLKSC
GalR3 antag = antagonists of human GalR3; O60755; actives 0.44% (n = 360,000); HEK293 GalR3-CNG cAMP membrane potential fluorescence; galR3 body fused to GalR1 C-terminus; inhibition, % at 3 µM;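 active = inhibition above the screen-wide average plus 3 SD, cut at about 13% in these data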;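 note: forskolin and galanin both at EC90 stimulate the cells; cAMP rise reported by CNG channel membrane potential dye signal; 0% = forskolin plus galanin with DMSO and 100% = forskolin alone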
MEKK2 WT-MEK5 = raises or lowers MEK5 binding to wildtype human MEKK2 PB1 domain; Q9Y2U5; bead flow cytometry, Alexa488-MEK5 binding to MEKK2 WT; actives lie on both sides; binding response (% of control), % at 10 µM; actives 1.1% (n = 290,000); AID 1531; in the data active = binding response below about 67% or above about 130%
NALP1 yeast inh = inhibitors of NALP1 inflammasome in yeast; actives 0.61% (n = 280,000); S. cerevisiae NALP1/ASC/caspase-1 growth, X-gal OD620, 72 h; inhibition, % at 10 µM; in the data active = inhibition mostly above about 24%, no sharp cut-off; inactive = mostly below about 32%; note: some compounds called inactive have numbers as strong as hits
Starred values were filed as active, the others as inactive; / = no result given; [ ] = remark or other dose. The order is random (roughly 5.4% active in at least one column).

SMILES	V1aR counter	GPR7 antagonist	MEKK3 PB1 HTS	OXTR agonist	MEKK2mut PB1 HTS	PHOSPHO1 block	GalR3 antag	MEKK2 WT-MEK5	NALP1 yeast inh
CCCOc1ccc2c3c(c(=O)oc2c1OCCC)CCC3	6.0	3	107	-1.2	6	-4	-3	103	11
O=C(CN1C(=O)COc2ccc(Cl)cc21)Nc1ccccn1	1.3	-12	101	-1.0	3	/	-8	103	-17
CCCN1C(=O)/C(=C\C=C2\N(CC)c3ccccc3C2(C)C)SC1=S	/	-2	66	/	174*	43	-8	186*	16
N#CC(C#N)=CC1=C2OC(c3ccccc3)=CC(c3ccccc3)=C2CCC1	7.0	-2	74*[inhibitor]	0.7	-12	-19	-4	72*[inhibitor]	-9
Cc1ccc2[nH]c(=O)c(CN(Cc3ccco3)C(=O)CN3CCCC(C)C3)cc2c1 (configuration not stated)	2.6	-10	85	0.2	-6	39	-5	95	4
CCOC(=O)C1(CC)NC(c2ccco2)C2C(=O)N(C)C(=O)C21 (configuration not stated)	0.4	-14	105	0.4	-2	8	5	96	-1
COc1[nH]c(/N=C/c2ccccc2)c(C#N)c1C#N	2.7	-10	100	1.6	4	-8	-3	99	23
Nc1nc(N2CCN(c3ccc(F)cc3)CC2)n[nH]1	0.4	-14	104	0.1	6	33	-4	107	8
CCOc1ccccc1NC(=O)CSCC(=O)Nc1ccccc1	0.0	-6	104	0.9	7	1	-6	102	32
C=CCSc1nc(O)c(C2OC(=O)c3c2ccc(OC)c3OC)c(=O)n1-c1ccccc1 (configuration not stated)	-0.2	-5	98	0.2	-6	11	2	95	-10
COc1ccc(NS(=O)(=O)c2ccc(N3C(=O)CCC3=O)cc2)cc1	3.7	-4	102	4.7	2	-2	-4	102	19
COCCCNc1nc(N)c([N+](=O)[O-])c(Nc2cc(OC)ccc2OC)n1	0.0	-13	94	-2.4	-2	50	-7	97	-4
O=C(CN1CCN(Cc2ccccc2)CC1)Nc1ccc([N+](=O)[O-])cc1C(=O)Nc1ccccc1F	-0.4	-12	103	-1.3	0	1	-2	116	9
CCCOC(=O)CC1C(=O)NCCN1C(=O)OC(C)(C)C (configuration not stated)	0.3	-6	39*[inhibitor]	1.4	-18	24	1	48	-2
O=C(CN1CCCC1)N1CCCc2c1c(=O)oc1ccc(OCc3ccccc3)cc21	0.3	-7	103	1.0	6	-9	-5	109	29*
COc1ccccc1NC(=O)C1CCCN(S(=O)(=O)c2ccc3c(c2)CC(C)N3C(C)=O)C1 (configuration not stated)	2.2	-7	97	2.8	1	32	-9	96	-13
CCn1c(SCC(=O)N2c3ccccc3CC2C)nnc1-c1ccco1 (configuration not stated)	-1.0	-4	95	-1.4	-2	/	-1	101	/
CCCOc1ccc2[nH]c(C(=O)N/N=C/c3cc(OC)c(OC)c(OC)c3)cc2c1	0.9	-13	103	2.6	-7	39	-6	98	4
COC(=O)C1=CN(Cc2ccc(F)cc2)C=C(C(=O)OC)C1c1cc(OC)c(OC)c(OC)c1	-0.3	-3	106	-1.5	7	19	-12	106	13
COC(=O)CNC(=O)c1cc(-c2ccncc2)nc2c(C)c(Cl)ccc12	-0.4	2	90	1.9	-2	3	-1	93	11

Entries of single compounds from above. Values in the order: V1aR counter | GPR7 antagonist | MEKK3 PB1 HTS | OXTR agonist | MEKK2mut PB1 HTS | PHOSPHO1 block | GalR3 antag | MEKK2 WT-MEK5 | NALP1 yeast inh
COC(=O)C1=CN(Cc2ccc(F)cc2)C=C(C(=O)OC)C1c1cc(OC)c(OC)c(OC)c1 is listed as -0.3 | -3 | 106 | -1.5 | 7 | 19 | -12 | 106 | 13
CCCOc1ccc2[nH]c(C(=O)N/N=C/c3cc(OC)c(OC)c(OC)c3)cc2c1 is listed as 0.9 | -13 | 103 | 2.6 | -7 | 39 | -6 | 98 | 4

Back to the main list, repeating the six entries before the break.
SMILES	V1aR counter	GPR7 antagonist	MEKK3 PB1 HTS	OXTR agonist	MEKK2mut PB1 HTS	PHOSPHO1 block	GalR3 antag	MEKK2 WT-MEK5	NALP1 yeast inh
O=C(CN1CCCC1)N1CCCc2c1c(=O)oc1ccc(OCc3ccccc3)cc21	0.3	-7	103	1.0	6	-9	-5	109	29*
COc1ccccc1NC(=O)C1CCCN(S(=O)(=O)c2ccc3c(c2)CC(C)N3C(C)=O)C1 (configuration not stated)	2.2	-7	97	2.8	1	32	-9	96	-13
CCn1c(SCC(=O)N2c3ccccc3CC2C)nnc1-c1ccco1 (configuration not stated)	-1.0	-4	95	-1.4	-2	/	-1	101	/
CCCOc1ccc2[nH]c(C(=O)N/N=C/c3cc(OC)c(OC)c(OC)c3)cc2c1	0.9	-13	103	2.6	-7	39	-6	98	4
COC(=O)C1=CN(Cc2ccc(F)cc2)C=C(C(=O)OC)C1c1cc(OC)c(OC)c(OC)c1	-0.3	-3	106	-1.5	7	19	-12	106	13
COC(=O)CNC(=O)c1cc(-c2ccncc2)nc2c(C)c(Cl)ccc12	-0.4	2	90	1.9	-2	3	-1	93	11
Cc1ccc(NC(=O)CSc2nnc(-c3ccco3)n2N)cc1F	2.6	-4	102	-1.0	1	12	0	104	30
COC(=O)c1ccc(N/C=C\C(=O)c2ccc3c(c2)OCO3)cc1	1.9	-6	78	-0.2	-14	30	-2	75	10
CSc1nc(C(=O)N2CCCC(C(=O)c3ccc(Cl)cc3)C2)cs1 (configuration not stated)	0.5	-3	86	-1.8	-10	44	-9	83	4
Cc1cccc(NC(=S)N(CCCN2CCOCC2)C(C)c2cc3ccccc3o2)c1 (configuration not stated)	-1.1	-1	102	1.0	10	-20	-1	110	-5
CC(OC(=O)c1ccc2ccccc2n1)C(=O)Nc1ccc(N2CCOCC2)cc1 (configuration not stated)	0.4	-2	104	1.5	5	-23	1	109	9
COc1ccc2[nH]c3c(=O)n(CCCC(=O)NC4CCCCC4C)c(=S)[nH]c3c2c1 (configuration not stated)	0.9	22*	101	-0.1	-2	49	2	100	-8
COc1ccc(NC(=O)Nc2ccc(C(=O)N3CCOCC3)cc2)c(OC)c1	-0.5	-14	101	0.0	3	43	-5	102	-6
CCc1ccc(C2CC(c3ccco3)=NN2S(C)(=O)=O)cc1 (configuration not stated)	-1.1	14	89	-2.1	55*	9	1	/	2
CCCCc1nc2sc3c(=O)n(N)cnc3c2c2c1CCC2	0.5	-12	106	-0.5	3	47	-5	105	-27
COc1cccc(CC(=O)OCC(=O)NC2CCCCCC2)c1	-0.3	-2	99	-1.3	5	-17	2	102	-4
CC1(C)CC(=O)C(C=NCc2cccnc2)=C(O)C1	0.7	-9	95	-0.5	4	9	-7	102	10
COc1ccc(NC(=O)NCc2ccco2)cc1OC	-0.7	-13	96	-0.2	-10	28	-8	92	-2
CCNC(=S)Nc1ccc(C)c(S(=O)(=O)Nc2ccccc2OC)c1	2.0	6	66	1.9	-20	20	-5	72	5
CCOc1ccc(CN2CCC(n3nccc3NC(=O)c3ccccc3OC)CC2)cc1	1.5	-14	102	-0.3	4	46	-3	102	13
C=CCN1C(=O)C(Cc2ccccc2)SC1=Nc1ccc(C(=O)O)cc1 (configuration not stated)	1.4	-14	91	3.5	-2	-26	9	94	-4
COc1ccc(Cl)cc1N(CC(=O)Nc1ccccc1C(=O)NCc1ccco1)S(C)(=O)=O	9.0	9	103	4.8	4	-31	-2	109	0
C#CCOCCOCCOCCNc1nc(N2CCN(C(=O)[C@H](CCC(=O)O)n3cc(C(N)CO)nn3)CC2)nc(N2CCN(C(=O)[C@H](CCCCN)n3cc(C(N)CC(C)C)nn3)CC2)n1 (some centres not stated)	/	/	83	/	2	22	/	69	/
O=C(CSc1n[nH]c(-c2cc(Cl)ccc2Cl)n1)NCCN1C(=O)CSC1=O	1.0	9	93	-1.0	-3	7	4	93	13
CCOC(=O)c1c(NC(=O)CCl)sc(CN(C)C)c1-c1ccccc1	-0.2	-16	94	-2.0	-3	48	-7	95	2
Cc1ccc(C)c(-n2nnnc2SCC(=O)c2ccc3c(c2)NC(=O)CO3)c1	0.3	-1	93	1.6	-3	60	-4	92	-12
CCNc1nc(CN2CCCCC2)nc2scc(-c3ccccc3)c12	0.2	1	99	-1.1	16	-11	19*	124	11
CCOP(=O)(c1ccccc1Cl)C1(O)CCCCC1 (configuration not stated)	-0.4	-9	102	-0.7	2	2	1	105	23
O=S(=O)(c1ccc(Br)s1)N1CCCCC1	-1.3	6	107	-1.4	8	58	-9	107	5
CC(=O)NN1C(=O)c2ccccc2NC1c1ccc(N(C)C)cc1 (configuration not stated)	0.9	5	104	2.0	0	38	-2	104	22
CCOc1ccc(N=C2NC(=O)S/C2=C\c2ccc(Cl)cc2)cc1	0.5	-10	99	-1.0	-1	21	1	96	7
C/C=C\C(=O)Nc1cccc(C2=NOC3(C2)C[C@H](C(N)=O)N(C(=O)/C=C/CC)C3)c1 (some centres not stated)	-0.4	/	99	0.0	-9	0	1	97	-11
COc1ccc(Cl)cc1C(=O)Nc1ccncc1	0.9	-3	106	0.5	1	13	-1	106	14
FC(F)(F)c1cc(-c2cccs2)nc(NCc2ccco2)n1	1.2	-8	106	0.9	1	-13	-4	106	18
CCCCS(=O)CC(O)COc1ccc(C(C)(C)C)cc1 (configuration not stated)	1.8	10	100	0.5	4	2	-8	97	17
COc1ccc(OCC(=O)NC(=S)N2CCCc3ccccc32)cc1	0.2	2	102	-1.5	2	33	-3	98	45
Cc1cc(C)c2nc(N3CCCC(C(=O)NCCN4CCOCC4)C3)sc2c1 (configuration not stated)	-0.1	-15	103	-0.4	3	24	-2	108	6
CCC1Oc2ccc(C)cc2N(CC(=O)N(Cc2ccc(C)o2)C2CC(C)(C)NC(C)(C)C2)C1=O (configuration not stated)	-1.6	-1	116	1.1	8	8	-5	100	2
CC(=O)OCC1(C)CN(c2ccccc2)N(C(=O)c2ccc(F)cc2)C1=O (configuration not stated)	-0.1	-1	104	-0.6	-2	-16	-5	99	-1
COc1ccc(-c2nnn(CC(=O)NCc3ccccc3)n2)cc1OC	3.3	-11	84	4.6	0	-2	0	96	19
CCCOc1ccc(CNC(=O)C2CCN(C(=O)N3CCOc4ccccc43)CC2)cc1	4.1	1	105	2.4	5	15	/	98	-15
CC(C)N(C(=O)NC(=O)Nc1ccc(S(=O)(=O)N2CCCC2)cc1)S(C)(=O)=O	2.1	-4	98	1.1	-7	8	-3	95	-3
